Source: PubChem (several laboratories)
H9c2 protect – modulators protecting cardiomyocytes from myocardial damage; protection from H2O2 cell death, % at 20 µM; H9c2 cardiomyocytes, H2O2 injury protection, ATPLite, 2 h; 360,000 compounds, 0.63% hits;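 active = compounds giving at least 50% protection of heart cells from peroxide-induced death in the single-dose screen, raw or plate-pattern-corrected value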;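 also: 0% = DMSO wells with peroxide and 100% = DMSO wells without peroxide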
ABHD5 PLIN5 PPI – inhibitors of human ABHD5-perilipin-5 interaction | Split G. princeps luciferase complementation, luminescence, 4 h | inhibition, % at 4 µM | 360,000 compounds, 0.78% hits | AID 602281;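 active = inhibition above the mean inhibition across every tested compound plus 3 SD, cut at about 22% in these data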;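 also: 0% = DMSO only wells and the 100% control is not disclosed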
ABCB6 inh 2 – human ABCB6 transporter inhibition; 360,000 compounds, 0.19% hits; K562-ABCB6 porphyrin accumulation, flow cytometry, 1 h; active compounds read low; fluorescence ratio to DMSO, % at 10 µM; Q9NP58; AID 602162;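 active = fluorescence ratio to DMSO below 75%, the collection mean minus 3 SD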;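 also: signal is porphyrin accumulated inside mitochondria; 100% equals median channel fluorescence of DMSO control wells; lower ratio means ABCB6 inhibition with less porphyrin fluorescence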
NOD2 RIPK2 PPI – inhibitors of human NOD2-RIPK2 interaction | inhibition, % at 4.98 µM | AID 624267 | CHO BLA complementation NOD2-RIPK2, CCF4 ratio | 360,000 compounds, 0.38% hits; in the data active = inhibition above about 21%;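 also: 0% = vehicle only and 100% = reference blocker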
Target sequence (O43353 whole entry, looked up): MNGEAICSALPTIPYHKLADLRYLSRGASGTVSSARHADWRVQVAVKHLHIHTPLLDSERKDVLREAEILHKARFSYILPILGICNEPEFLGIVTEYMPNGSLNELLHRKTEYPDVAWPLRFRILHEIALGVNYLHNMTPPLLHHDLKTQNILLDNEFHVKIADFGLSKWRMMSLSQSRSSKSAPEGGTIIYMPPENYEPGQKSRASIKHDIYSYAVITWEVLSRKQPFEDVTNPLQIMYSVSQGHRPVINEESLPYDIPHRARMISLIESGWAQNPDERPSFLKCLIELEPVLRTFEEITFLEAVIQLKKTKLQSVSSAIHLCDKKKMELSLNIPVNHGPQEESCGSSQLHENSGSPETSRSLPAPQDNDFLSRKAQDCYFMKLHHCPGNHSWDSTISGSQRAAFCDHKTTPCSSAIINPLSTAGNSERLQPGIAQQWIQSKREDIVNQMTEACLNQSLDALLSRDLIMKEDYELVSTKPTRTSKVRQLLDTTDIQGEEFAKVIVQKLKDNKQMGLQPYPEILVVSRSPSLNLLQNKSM
TLR9-MyD88 inh – inhibitors of human TLR9-MyD88 binding; Q9NR96+Q99836; CHO BLA complementation TLR9-MyD88, CCF4 FRET ratio; inhibition, % at 4.98 µM; 340,000 compounds, 0.21% hits; AID 504734;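 active = inhibition above the mean over all tested compounds plus 3 SD, cut at about 21% in these data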;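 also: 0% = DMSO only wells and 100% = clavulanate BLA inhibitor control wells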
N-glyco inh – blocks N-linked glycosylation in D54 reporter cells; D54 ERlucT glycosylation luciferase reporter, 24 h; percent of 100 nM tunicamycin response; reporter increase, % at 12.5 µM; 360,000 compounds, 0.23% hits; AID 588692;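 active = mean luciferase reporter signal, scaled so untreated is 0 and the glycosylation-blocking control 100, at or above a set limit in every replicate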;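 also: luciferase carries N-glycosylation sites so blocking glycosylation raises the light; 0% = median of neutral control wells and 100% = median of 100 nM tunicamycin wells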
SRC2 inh – inhibits human steroid receptor coactivator 2; Q15596; HEK293 GAL4-SRC2 luciferase reporter, luminescence; inhibition, % at 9 µM; 370,000 compounds, 0.17% hits; AID 651957;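 active = inhibition above the mean inhibition of all tested compounds plus 3 SD, set per campaign, cut at about 52% in these data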;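 also: 0% = DMSO treated cells and 100% = cells given Gossypol at 36 µM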
HTR2A ag – activates the mouse 5-HT2A serotonin receptor; CHO-K1 mHTR2A beta-arrestin complementation, luminescence; percent of 30 µM serotonin response; activation, % at 7.6 µM; 360,000 compounds, 0.66% hits;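 active = activation above a run cutoff, the mean activation of all tested compounds plus 3 SD, cut at about 14% in these data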;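 also: 0% = plate median of compound wells and 100% = 30 µM serotonin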
Target sequence (P35363 whole entry, looked up): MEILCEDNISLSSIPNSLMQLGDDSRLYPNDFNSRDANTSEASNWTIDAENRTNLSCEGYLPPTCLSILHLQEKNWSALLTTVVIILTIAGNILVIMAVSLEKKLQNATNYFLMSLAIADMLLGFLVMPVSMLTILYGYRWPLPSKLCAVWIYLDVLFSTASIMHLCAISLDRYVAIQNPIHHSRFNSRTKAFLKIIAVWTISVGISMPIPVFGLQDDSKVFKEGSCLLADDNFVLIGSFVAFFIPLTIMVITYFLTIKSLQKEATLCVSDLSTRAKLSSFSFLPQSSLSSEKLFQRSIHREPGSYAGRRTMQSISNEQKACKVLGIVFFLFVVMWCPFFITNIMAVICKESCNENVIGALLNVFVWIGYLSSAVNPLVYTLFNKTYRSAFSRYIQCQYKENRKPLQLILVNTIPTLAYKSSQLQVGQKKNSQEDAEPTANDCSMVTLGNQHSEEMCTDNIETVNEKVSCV
MC4R ag barr – activates human MC4R beta-arrestin recruitment | P32245 | U2OS MC4R beta-arrestin complementation, luminescence; percent of melanotan II response, DMSO zero | activation, % at 8.9 µM | 360,000 compounds, 0.98% hits;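 active = activation above a per-plate cutoff, the mean activation of sample wells on that plate plus 3 SD, cut at about 8% in these data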
MC4R antag cAMP – blocks human MC4R cAMP signaling; MC4R-expressing cells, MTII-stimulated cAMP, LANCE TR-FRET; inhibition, % at 6.5 µM; 360,000 compounds, 0.48% hits;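 active = inhibition above its plate's cutoff, the mean of tested wells on that plate plus 3 SD, cut at about 29% in these data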;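 also: 0% = Melanotan II alone and 100% = Melanotan II plus saturating MCL0020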
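Assay system: U2OS cells stably expressing human melanocortin 4 receptor (MC4R) / Dosing: 6.5 µM / Timing: compound 30 min, challenge 1 h, detection 1 h / Measured by: Eu-cAMP/anti-cAMP TR-FRET, emission 671 nm / Replicates: singlicate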
An asterisk follows results filed as active; . = not tested or not shown. Some of the compounds tested (hit frequency here may not be typical).

SMILES	H9c2 protect	ABHD5 PLIN5 PPI	ABCB6 inh 2	NOD2 RIPK2 PPI	TLR9-MyD88 inh	N-glyco inh	SRC2 inh	HTR2A ag	MC4R ag barr	MC4R antag cAMP
O=C(CSc1nnc(-c2cccc(Br)c2)o1)N1CCOCC1	0.5	0.7	105.0	-3.7	-10.3	.	-4.7	2.3	-3.2	10.5
Cc1ccc(-c2c(C#N)c(N)nc3c2CCCCC3)o1	-1.7	6.2	102.0	-8.2	6.4	-3.1	-3.2	-3.3	2.1	-1.0
Cc1ccc(N(CCC#N)C(=O)COC(=O)C2=COCCO2)cc1	3.3	7.4	97.0	0.1	9.7	3.0	27.8	0.8	-0.3	0.5
CN(c1ccc(OCC(=O)OCC(=O)Nc2ccc(Br)cc2)cc1)S(=O)(=O)c1cccs1	8.5	1.3	104.0	-0.3	0.6	0.2	14.8	1.4	-0.8	29.4*
Cc1ccc(C)c(C2=NNC(=NCc3ccccc3)SC2)c1	16.0	-8.3	99.0	-16.2	7.3	-0.3	6.2	-4.7	0.1	20.3
O=c1oc2ccccc2c(NC2CCCCC2)c1NS(=O)(=O)c1ccc(Br)cc1	-2.1	-0.5	104.0	3.5	1.4	-0.7	.	-10.4	0.0	0.9
OC(C#CCN1CCOCC1)(c1ccccc1)C1CCCCC1 (configuration not stated)	1.1	1.4	94.0	2.7	1.8	-0.1	-5.4	-3.5	1.2	1.5
CCN(Cc1ccccc1)C(=O)CC(=O)N(CC)Cc1ccccc1	-1.8	-3.5	98.0	1.7	1.4	0.6	-7.1	1.7	2.2	-1.8
CCOC(=O)CSc1nc(C)c2cc(OC)ccc2n1	5.7	4.7	93.0	-4.4	2.1	0.1	-0.2	2.4	-1.3	-2.5
COc1ccc(/C=C/C(=O)C2C(=O)C=C(C)OC2=O)cc1O (configuration not stated)	-14.1	3.9	68.0*	14.8	16.3	-6.0	-42.8	-0.7	1.5	6.7
Cc1ccc(C(=O)NNC(=O)c2csc(N3CCOCC3)n2)s1	-2.7	-9.4	101.0	-13.9	-0.3	0.5	7.3	4.3	-3.5	13.0
CC(NC(=O)COC(=O)c1cn(-c2ccccc2)nc1-c1cccs1)c1ccccc1 (configuration not stated)	5.7	2.8	99.0	-7.9	0.6	5.5	17.6	1.5	-0.1	8.8
CC1CC(C)C(=O)C(C(CC2CC(=O)NC(=O)C2)OC(=O)CC(=O)c2ccccc2)C1 (configuration not stated)	1.3	-12.5	101.0	2.8	-1.3	-19.1	54.1*	-0.8	-3.1	8.8
C=CCOC(=O)C1=C[C@@H](c2ccc(C(F)(F)F)cc2)C[C@@H](OCCCCO)O1	-2.1	0.9	97.0	0.2	-1.3	-2.7	-20.3	1.0	0.5	-0.7
O=C(Nc1ccc(-c2csc(Nc3ccc(Cl)cc3)n2)cc1)c1cc([N+](=O)[O-])cc(C(F)(F)F)c1	-7.1	-2.9	93.0	6.6	1.8	-16.2	11.3	11.9	-0.5	3.7
O=C(Oc1ccc(/C=N/NC(=O)c2ccccc2O)cc1)c1ccccc1	-27.8	-1.6	102.0	-3.8	9.8	3.3	-39.6	7.4	-1.7	-6.1
CCn1c(CN2CCC(C)CC2)nc2cc(S(=O)(=O)N3CCCCC3)ccc21	0.6	5.5	90.0	-8.2	0.7	-3.5	-5.6	-7.8	-1.6	1.4
O=C(Nc1ccc(Oc2ncccn2)cc1)c1ccco1	5.8	-1.4	96.0	-4.5	4.4	0.0	-20.5	2.8	-1.0	-2.5
O=C(CN1C(=O)NC2(CCc3ccccc32)C1=O)c1cccs1 (configuration not stated)	3.1	-5.8	95.0	4.6	-13.0	0.1	-18.7	5.2	-1.1	16.8
N/C(=N\c1nc2ccccc2o1)NC(=O)c1ccccc1Br	-11.0	-3.8	103.0	2.0	11.9	2.4	-3.9	-0.7	1.1	14.7
CC(C)CC(=O)NC(=S)Nc1cc(C(F)(F)F)ccc1N1CCOCC1	-6.4	4.4	95.0	-0.7	3.9	-6.6	18.5	4.8	4.2	9.2
CCOC(=O)C1=C(COC(=O)c2ccccc2[N+](=O)[O-])NC(=O)NC1C (configuration not stated)	1.0	-6.5	97.0	5.7	3.1	0.3	-4.4	-1.0	-2.6	-13.7
CCOC(=O)c1ccc(N2CCOCC2)c(NC(=O)c2ccc3c(c2)OCO3)c1	-1.5	15.4	96.0	-2.8	9.4	-1.6	-29.2	-0.1	-1.3	4.6
COc1cc2nc(N3CCNCC3)nc(N)c2cc1OC	0.8	5.7	91.0	-7.7	-4.7	-21.5	-30.3	1.9	2.4	10.8
CCOC(=O)c1ccc(NC(=S)Nc2ccc(Br)cc2N)cc1	-1.1	-0.8	85.0	-2.7	8.5	3.2	-11.4	7.6	-0.7	0.8
COc1ccc(CCC(=O)N2CCN(c3ccccc3)CC2)cc1OC	1.2	-0.3	94.0	-3.1	-0.3	1.9	-30.1	1.1	-3.4	24.9
CC(C)(C)c1ccc(-c2n[nH]c(=S)n2/N=C/c2ccncc2)cc1	-5.2	-3.6	98.0	-5.8	2.0	2.5	-24.3	-2.0	2.4	22.7
COCc1cc(N2CCOCC2)nc(SCc2ccc(Cl)cc2)n1	5.6	3.4	99.0	1.9	11.1	-1.1	-11.6	-5.1	-3.2	11.7
CC[C@H](C)[C@@H]1OC(=O)[C@@H](C)[C@@H](CC)NC(=O)[C@H](C)N(C)C(=O)C(C)(C)C(=O)C(C)NC(=O)[C@H](Cc2ccccc2)N(C)C(=O)[C@H](C(C)C)N(C)C(=O)CNC(=O)[C@H](CC(C)C)N(C)C(=O)CNC1=O (some centres not stated)	-4.3	-6.7	88.0	3.5	.	-19.1	.	9.6	.	.
CCN(CC(=O)Nc1cccc(C(C)=O)c1)S(=O)(=O)c1ccccc1	14.5	-7.0	101.0	-0.4	-11.4	-0.5	-34.5	3.2	0.3	3.9
CCOC(=O)CNC(=O)c1cc2c(=O)[nH]c3ccc(C)cc3c2s1	12.4	-9.9	95.0	-5.1	-4.7	1.3	-9.3	7.9	2.9	25.4
COc1ccccc1-n1nnnc1SCC(=O)Nc1ccccc1	7.4	-3.6	91.0	-10.2	8.7	-0.5	18.4	-5.1	0.1	0.2
Cc1cccc(CN2CCN(C3CN(Cc4cn(Cc5cccc(Cl)c5)nn4)S(=O)(=O)C3)CC2)c1 (configuration not stated)	.	4.2	102.0	-12.1	.	.	-10.7	9.2	.	.
O=C1CSC(c2cccnc2)N1Cc1ccc(Cl)c(Cl)c1 (configuration not stated)	0.6	6.3	96.0	-2.9	-3.6	-0.9	9.4	5.0	-2.0	16.7
CC1(C)Cc2c(cnn2-c2ccccc2)C(NC(=O)C2(C(N)=O)CC2)C1 (configuration not stated)	1.4	3.9	98.0	3.9	-2.0	0.5	-6.8	-3.8	-3.8	1.8
CCN(CC(=O)Nc1ccc(Br)c(C)c1)CC(=O)NC(C)C	-2.8	-0.8	97.0	-17.6	-4.8	-0.9	-12.0	-7.3	-1.1	4.8
COc1cc(NC(=O)COc2cc3oc(=O)cc(C)c3cc2Cl)cc(OC)c1OC	-11.6	-4.2	90.0	-2.5	0.4	0.5	-19.8	2.2	0.3	15.0
CCCc1nc2c(=O)n(C)c(=O)[nH]c2n1CCC	6.7	-1.4	110.0	3.4	9.0	1.1	-11.7	-1.1	-2.3	-3.0
CCC(CC)c1nnc(NC(=O)c2cc([N+](=O)[O-])ccc2N2CCOCC2)s1	7.5	8.3	100.0	-5.1	-13.6	-2.1	-22.4	-0.3	-1.4	-2.2
COC(=O)c1cc(-c2cccs2)nc2ccccc12	1.7	2.0	96.0	1.1	-3.2	-0.6	.	3.6	-0.7	13.3
Cc1ccc(S(=O)(=O)NCCC(=O)N2CC(C)OC(C)C2)cc1C (configuration not stated)	2.6	17.4	95.0	-6.7	7.8	2.0	-5.0	7.0	3.0	2.9
O=C(O)c1ccc(NC(=O)c2cccc(C(=O)Nc3ccc(C(=O)O)cc3)n2)cc1	-2.3	-8.6	100.0	-3.7	10.4	2.8	-0.5	-4.8	-2.2	5.9
O=C(Oc1ccc(N2C(=O)CCC2=O)cc1)c1ccccc1Cl	-1.6	3.4	99.0	-12.4	3.7	1.6	16.3	7.7	-2.6	7.4
O=C(NNC(=S)Nc1ccccc1Cl)c1ccncc1	0.6	-3.8	99.0	-13.2	-2.8	0.9	-22.2	0.5	-0.6	12.4
Oc1ccc(/C=N/Nc2nc(N3CCCC3)nc(N3CCCC3)n2)cc1O	75.9*	0.3	96.0	-10.2	-4.1	-0.5	-0.6	-3.3	-1.4	-3.7
COc1cc2c(=O)n(CCC(=O)NCC3CCCO3)c(=O)n(CC(=O)Nc3ccccc3C)c2cc1OC (configuration not stated)	2.5	-6.5	106.0	-3.1	0.0	2.1	0.1	7.5	2.4	8.3
O=C(c1cccc(C(F)(F)F)c1)N1CCN(C2CCCCC2)CC1	7.5	-0.8	100.0	7.6	-6.8	-2.2	9.9	0.1	-0.4	-0.4
O=C1c2ccc([N+](=O)[O-])cc2S(=O)(=O)N1Cc1ccccc1	3.8	-3.1	100.0	0.9	1.4	3.5	-11.0	-3.9	-2.8	32.7*
Cc1ccccc1C1c2[nH]c3ccccc3c2C[C@H]2C(=O)N(C3CCN(Cc4ccccc4)CC3)CC(=O)N12 (some centres not stated)	0.5	7.3	106.0	-5.6	-7.0	-0.6	21.2	-1.9	1.9	18.1
O=C(O)CC1(CC(=O)Nc2ccc3c(c2)C(=O)OC3)CCCCC1	6.2	11.3	100.0	-5.2	.	2.6	-7.2	2.3	0.4	23.3
Cc1cc(-n2c(C)cc(C(=O)CSc3nc(N)cc(=O)[nH]3)c2C)no1	-11.3	5.7	94.0	-1.7	-1.6	0.5	15.5	9.7	-2.4	1.3
COc1ccc(NC(=O)CSCC(=O)Nc2nnc(CC(C)C)s2)cc1	1.1	-5.2	92.0	7.5	-3.8	4.1	-28.1	-2.4	-0.6	-4.9
COc1ccc(OC)c(C(=O)CSc2nnnn2C)c1	-0.7	-2.4	98.0	-4.6	-2.3	3.2	6.0	-2.0	-1.1	-3.5
COC(=O)C1=C(C)N(CCCC(=O)O)C(=O)NC1c1ccccc1OS(=O)(=O)c1ccccc1[N+](=O)[O-] (configuration not stated)	24.7	-9.7	99.0	10.3	3.6	-1.8	1.0	0.8	-0.1	2.1

Compounds listed so far with a cyano group, in the order listed:
SMILES	H9c2 protect	ABHD5 PLIN5 PPI	ABCB6 inh 2	NOD2 RIPK2 PPI	TLR9-MyD88 inh	N-glyco inh	SRC2 inh	HTR2A ag	MC4R ag barr	MC4R antag cAMP
Cc1ccc(-c2c(C#N)c(N)nc3c2CCCCC3)o1	-1.7	6.2	102.0	-8.2	6.4	-3.1	-3.2	-3.3	2.1	-1.0
Cc1ccc(N(CCC#N)C(=O)COC(=O)C2=COCCO2)cc1	3.3	7.4	97.0	0.1	9.7	3.0	27.8	0.8	-0.3	0.5
